Compound activity: PubChem, several laboratories
SUMO Mot1 rescue: yeast Mot1-301 growth rescue at high temperature, primary screen, SUMOylation pathway inhibitor project, S. cerevisiae, ATP luminescence, 38.5C; S. cerevisiae Mot1-301 growth rescue; percent above DMSO median, 100 means doubled; growth rescue, % at 18.8 µM; actives 1% (n = 320,000); AID 2716, 2010;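 active = every valid replicate shows activation above 250% relative to neutral control wells; inactive = the rest, any valid replicate at or below 250%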;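 also: OY570 slx delta 5 strain wells were the positive control but not used for scaling; some compounds called inactive have numbers as strong as hits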
SR-BI DiI-HDL act: activators of SR-BI mediated DiI-HDL uptake, primary screen, ldlA[mSR-BI] CHO cells, DiI fluorescence; activation, % at 12.5 µM; actives 0.096% (n = 320,000); 3 h; 100 = double the neutral-control signal; AID 504775, 2011;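 active = mean replicate activation of at least 60% and every replicate at or above 60%; inconclusive = mean or all-replicate condition met, but not both; inactive = mean below 60% and not all replicates reaching 60%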;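 also: 0% = median plate neutral-control signal and 100% = twice that signal; values of inactives mirror those of a sister screen read the other way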
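system = CHO ldlA[mSR-BI] cells, LDL receptor-null, SR-BI overexpressing | medium = Ham's F12 with 0.5% BSA, HEPES 25 mM, pH 7.4 | probe or stimulus = DiI-HDL 10 µg/mL | compound dosing = single-point compound dose | incubation = compound exposure 3 h, 37 °C | technique = DiI fluorescence, bottom read | read-out = cell-associated DiI fluorescence as measure of HDL uptake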
CDK5 inh: inhibitors of human CDK5/p35 kinase, primary screen, biochemical, single concentration | Cyclin-dependent kinase 5 (Homo sapiens) + Cyclin-dependent kinase 5 activator 1 (Homo … | inhibition, % at 10 µM | actives 0.01% (n = 330,000) | Recombinant CDK5/p35, ADP-Glo luminescence, 60 min;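 active = highest replicate inhibition of at least 50% and at least 75% of replicates reaching 50%; inconclusive = only one of the two criteria met; inactive = both criteria failed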;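 also: plate controls were DMSO neutral control for no effect and GW8510 at 10 µM for full effect; many of its hits are not listed in these tables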
dFosB activator: activators of delta FosB homodimer, primary screen, biochemical, fluorescence polarization, TAMRA-CDK5 oligo, single point. Protein FosB (Mus musculus), P13346. purified delta FosB; percent of positive-control signal above neutral wells. activation, % at 25 µM. actives 0.99% (n = 340,000);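 active = mean activation above about 17%, with every replicate also reaching it, limit read from the data, passing the limit was not always enough; inconclusive = only one of the two conditions met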;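 also: fluorescence polarization rise as delta FosB binds a TAMRA Cdk5 AP-1 oligo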
Target sequence (P13346 whole entry, looked up): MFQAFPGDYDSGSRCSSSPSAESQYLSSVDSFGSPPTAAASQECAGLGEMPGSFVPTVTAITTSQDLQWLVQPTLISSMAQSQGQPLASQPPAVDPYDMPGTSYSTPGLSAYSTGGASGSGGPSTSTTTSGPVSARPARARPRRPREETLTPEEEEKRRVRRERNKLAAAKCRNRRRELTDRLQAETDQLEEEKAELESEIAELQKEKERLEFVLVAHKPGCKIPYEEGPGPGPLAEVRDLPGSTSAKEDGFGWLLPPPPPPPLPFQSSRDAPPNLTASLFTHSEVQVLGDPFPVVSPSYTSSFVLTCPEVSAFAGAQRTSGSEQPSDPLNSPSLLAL
PKA-R1A activ: activators of PKA-R1A holoenzyme, primary screen, biochemical, fluorescence polarization, Cy5-IP20, bovine R1A, mouse PKAc | cAMP-dependent protein kinase type I-alpha regulatory subunit (Bos taurus) + … | PKA-R1A dissociation; scaled: DMSO 0%, 113 µM cGMP 100% | activation, % at 11.4 µM | actives 0.083% (n = 340,000);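 active = percent activation above the mean of all tested compounds plus 3 SD, cut at about 19% in these data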;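 also: higher means more PKAc released from R1A so a rise in polarization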
DSG3 Ab inh: inhibitors of pemphigus antibody binding to DSG3, primary screen, biochemical, bead-based, flow cytometry, scFv-GFP; binding (percent of control), % at 10 µM; AID 588358, 2011; actives 0.48% (n = 310,000); DSG3-coupled beads, scFv-anti-DSG3-GFP binding; active compounds read low;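 active = binding more than 3 SD below its plate's average and above zero; inconclusive = below that plate limit but binding exactly zero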;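 also: hits lower antibody fragment binding to DSG3; some compounds called inactive have numbers as strong as hits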
MITF TRPM1 HTS: activators of MITF-driven TRPM1 promoter reporter, primary screen, cell-based, SK-MEL-5, luciferase, single point; SK-MEL-5 TRPM1-promoter luciferase, 24 h; % of positive control, neutral wells = 0; activation, % at 12.5 µM; actives 0.75% (n = 300,000); AID 588334, 2011;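 active = mean activation of at least 80% with every replicate also reaching 80%; inconclusive = mean reaches 80% but some replicate falls short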;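 also: 0% = neutral control wells and 100% = parthenolide positive control wells; values of inactives mirror those of a sister screen read the other way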
PKA-R2B activ: activators of PKA-R2B holoenzyme, primary screen, biochemical, fluorescence polarization, Cy5-IP20, human. cAMP-dependent protein kinase catalytic subunit beta (Homo sapiens) + cAMP-dependent …. PKA-R2B holoenzyme dissociation; R2B truncated from residue 108, S112A mutant; 0% DMSO only, 100% 113 µM cGMP. activation, % at 11.4 µM. actives 0.079% (n = 340,000). AID 504700, 2011;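 active = activation above a cutoff set at the mean over all compounds plus 3 SD, cut at about 18% in these data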;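 also: higher means more holoenzyme dissociation and a rise in polarization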
Target sequence (P31323 whole entry, looked up, other chains not shown, the tested form may be a part): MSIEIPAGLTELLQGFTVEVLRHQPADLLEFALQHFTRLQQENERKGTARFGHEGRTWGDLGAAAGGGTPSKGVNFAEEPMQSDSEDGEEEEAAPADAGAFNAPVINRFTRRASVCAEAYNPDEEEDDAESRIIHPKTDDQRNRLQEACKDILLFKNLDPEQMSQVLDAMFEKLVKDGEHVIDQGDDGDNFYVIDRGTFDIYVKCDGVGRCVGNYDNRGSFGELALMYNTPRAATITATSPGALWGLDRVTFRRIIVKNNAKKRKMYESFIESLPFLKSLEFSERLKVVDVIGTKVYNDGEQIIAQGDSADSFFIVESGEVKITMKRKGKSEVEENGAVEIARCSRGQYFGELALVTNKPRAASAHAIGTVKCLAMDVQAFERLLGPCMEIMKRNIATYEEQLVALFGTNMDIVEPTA
NSD2 inh: NSD2 histone methyltransferase inhibitors, primary screen, biochemical, AlphaScreen, single concentration, set 2; NSD2 peptide methylation, 120 min; inhibition, % at 12.5 µM; actives 0.54% (n = 310,000); in the data active = inhibition above about 50%
Arr AP2 block: inhibitors of beta-arrestin/AP2 binding, primary screen, biochemical, GPCR trafficking, flow cytometry; beta-arrestin 1 C-terminal peptide binding to AP2 beta2-adaptin appendage (human); FITC-arrestin peptide / GST-AP2 beads; AP2 beta2 appendage carries R879A mutation; inhibition, % at 10 µM; actives 0.31% (n = 340,000); AID 504490, 2011;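 active = inhibition above a set limit, near 3 SD of compounds lacking own fluorescence, cut at about 54% in these data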;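 also: plate controls were DMSO wells for no effect and 5 µM unlabelled arrestin peptide for full effect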
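Material – GST-tagged AP2 beta2-adaptin appendage (R879A) on 4 µm glutathione beads · Probe or stimulus – fluorescein-tagged arrestin peptide at 50 nM final · Timing – 12 min plus 1 h, RT · Detection – bead flow cytometry, FITC channel · Read-out basis – inhibition as reduced fluorescein signal on beads, percent · Medium – PBS plus Tween 20 (0.05%) and BSA (0.1%)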
SR-BI DiI inh: inhibitors of SR-BI mediated HDL lipid uptake, primary screen, ldlA[mSR-BI] cells, fluorescence, single point. actives 0.96% (n = 320,000). Scavenger receptor class B member 1 (Mus musculus), Q61009. inhibition, % at 12.5 µM. ldlA[mSR-BI] CHO cells, DiI-HDL uptake fluorescence, 3 h. AID 488896, 2010;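 active = mean replicate inhibition of at least 70% and a set share of replicates each scoring 70 or more; inconclusive = meets just one of the two criteria; inactive = fails both criteria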;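 also: 0% = median of neutral control wells and 100% = median of positive control wells; values of inactives mirror those of a sister screen read the other way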
The depositor's hits bear a star; i = inactive; ? = inconclusive; · = not tested or not shown.

cpd	mol	SUMO Mot1 rescue	SR-BI DiI-HDL act	CDK5 inh	dFosB activator	PKA-R1A activ	DSG3 Ab inh	MITF TRPM1 HTS	PKA-R2B activ	NSD2 inh	Arr AP2 block	SR-BI DiI inh
1	COc1ccc(NC(=O)c2cc([N+](=O)[O-])ccc2NC(=O)CNC2CCCCC2C)c(OC)c1 (stereo not drawn)	4	·	-0.6	-1	0	107	-18	-5	1	11	·
2	S=c1[nH]nc(-c2ccccn2)n1/N=C/c1cccc2ccccc12	-25	23	0.4	-8	-4	93	-7	-4	-4	9	-23
3	Cc1[nH]n(C(N)=S)c(=O)c1C(c1ccccc1)C(C#N)C#N (stereo not drawn)	661	19	-0.3	-5	4	116	-18	2	2	-1	-19
4	CCS(=O)(=O)NC(C)C(c1cccs1)N1CCN(C)CC1 (stereo not drawn)	7	12	0.1	3	-6	106	4	-3	4	3	-12
5	Cc1cc(C)cc(NC(=O)Nc2cnccn2)c1	-7	6	-4.2	-12	0	116	4	-10	0	8	-6
6	Cc1sc2nc(C3CC3)nc(SCC(=O)NCc3ccco3)c2c1C	-11	-7	-1.4	-13	6	87	16	-6	-4	11	7
7	NS(=O)(=O)c1ccc(CCNC(=O)c2ccc(-c3ccccc3)cc2)cc1	1	22	1.5	?	7	110	·	12	2	-7	-22
8	CC1CCCCC1NC(=O)c1cc2c(=O)n3ccccc3nc2n1C (stereo not drawn)	-16	13	·	7	1	105	27	-1	-8	-4	-13
9	O=C1CNC(=O)/C1=C/c1ccc(Br)cc1	-8	-5	-4.4	-1	12	103	·	0	18	11	5
10	N#CCCN(C(=O)COC(=O)c1cc(S(=O)(=O)N2CCOCC2)ccc1Cl)c1ccc(F)cc1	-7	-35	-0.8	-10	10	99	6	2	-3	3	35
11	CSC1=N/C(=C/c2ccc(-n3cncn3)cc2)C(=O)N1	4	·	1.8	4	6	99	7	-5	0	-15	·
12	C=CCn1c(Cc2ccc(OC)cc2)nnc1SCC(N)=O	387	-1	-3.4	3	-2	·	-9	6	-1	2	1
13	COc1ccc(/C=C2\SC(=S)N(CC(=O)NC3CCS(=O)(=O)C3)C2=O)cc1 (stereo not drawn)	-17	-14	-4.5	47*	-2	·	6	1	-2	-2	14
14	O=C1CC(c2ccccc2)CC2=C1C=Nc1ccccc1N2 (stereo not drawn)	4	·	0.7	3	-4	96	-15	-12	0	34	·
15	CCOC(=O)/C=C1\NC(=O)CS1	-3	9	-0.4	3	-12	105	-3	-10	-4	-4	-9
16	Cc1csc(NC(=O)C2CC(=O)N(c3ccc4c(c3)OCCO4)C2)n1 (stereo not drawn)	14	16	0.7	-12	7	106	3	15	-9	21	-16
17	FC(F)(F)c1cnc(N/N=C/c2ccncc2)c(Cl)c1	-13	-18	1.4	-4	-4	96	-9	3	-2	10	18
18	COc1ccccc1C(=O)NC1CCN(C(=O)Nc2ccc(C)cc2)CC1	33	·	0.1	-6	-2	·	-5	-2	-4	-3	·
19	CN(C)/C(=N\S(=O)(=O)c1ccc(Br)cc1)c1ccccc1	17	7	-2.2	-2	7	111	6	-5	0	-9	-7
20	O=C(COC(=O)c1cccc(S(=O)(=O)N2CCCCCC2)c1)NCc1ccc(Cl)cc1	·	-21	0.3	-3	-12	101	2	-2	-2	10	21
21	COc1ccc(/C=C/c2cc(-c3ccc(C)cc3)o[n+]2C)cc1	-2	-26	2.0	8	11	103	-88	-4	16	19	26
22	CCCN1CCN(CCCNC(=O)c2cc3c(s2)-c2ccccc2OC3)CC1	-1	-23	·	7	-1	106	3	7	-11	7	23
23	COc1ccc(C(=O)N/N=c2\oc3ccccc3cc2C(N)=O)cc1	2	-10	0.6	-33	-18	105	5	0	·	-33	10
24	CC1(C)Cc2ccccc2-c2nc3n(c(=O)c21)CCS3	162	-2	0.6	-4	8	95	1	-4	-3	18	2
25	CCCOC(=O)/C(=C\C=C\c1ccco1)NC(=O)c1ccccc1	-14	-22	1.5	-10	-4	103	32	-3	12	16	22
26	CCS(=O)(=O)N1CCC(C(=O)NC2CCCCCCC2)CC1	-10	13	-1.7	0	-3	·	5	-4	4	28	-13
27	Cn1c(=O)oc2cc(S(=O)(=O)N3CCCC(C(=O)NCc4cccs4)C3)ccc21 (stereo not drawn)	-7	23	-9.1	-22	-6	108	15	-1	·	6	-23
28	COc1cc(C(=O)N/N=C(\c2ccccc2)c2ccccn2)cc(OC)c1OC	31	-17	0.2	-64	-6	104	-76	-13	0	3	17
29	Cn1c(COc2ccc(Cl)cc2)nnc1SCC(=O)Nc1ccc2c(c1)CCC2	5	-16	-0.6	1	0	124	8	-5	0	-6	16
30	Cc1ccc(Nc2nc(N)nc(CSc3nnc(-c4ccncc4)o3)n2)cc1	6	-17	0.5	66*	7	86	15	-11	1	4	17
31	COc1ccccc1OCC(O)CN1C(=O)NC(C)(C)C1=O (stereo not drawn)	52	·	2.1	7	3	·	-4	-1	·	2	·
32	CC1CN(C)C(C)c2c1oc1ccc([N+](=O)[O-])cc21 (stereo not drawn)	10	-3	-0.5	0	8	107	-4	11	21	-18	3
33	Cc1oc2ccc(OCc3c(F)cccc3Cl)cc2c1C(=O)O	-8	·	1.1	1	51*	93	-16	27*	·	-10	·
34	CC(C)S(=O)(=O)c1cnc(N2CCOCC2)nc1N	-10	-7	2.3	-2	-13	96	·	4	3	44	7
35	COc1ccc(CNc2ccc([N+](=O)[O-])cc2C)cc1	-15	·	-0.5	1	-6	105	11	-2	14	6	·
36	CCc1noc(C)c1C(=O)NNC(=O)COc1ccc(C)cc1	-24	20	-9.6	-1	1	98	-4	1	·	7	-20
37	CC(=NCCc1c(C)[nH]c2ccc(OCc3ccccc3)cc12)C1=C(O)CC(c2ccccc2)CC1=O (stereo not drawn)	0	-58	2.5	-15	-8	·	-12	1	·	-1	58
38	CCOc1ccc(NC(=O)Cc2c(C(=O)O)n(C)c3ccccc23)cc1	2	-6	-0.9	4	-2	97	0	0	-2	-5	6
39	CCN(CC)CCCNC(=O)c1cn(C)c(=O)c2c1c1ccccc1n2C	29	·	-0.7	-4	-3	93	-3	3	40	-10	·
40	CC1(C)Cc2c(cnn2-c2cccc(F)c2)C(NC(=O)CCc2cnccn2)C1 (stereo not drawn)	11	5	-0.7	0	0	80	27	-8	0	-11	-5
41	CC(=O)Oc1ccc2oc(/C=C/N(C)C)c([N+](=O)[O-])c2c1	295	17	-0.9	-2	5	·	·	-3	11	-7	-17
42	CCOc1cccc(-c2nnc3sc(COc4ccc(C)cc4)nn23)c1	50	32	-0.2	-7	0	·	4	-5	1	-3	-32
43	O=C(NNS(=O)(=O)c1ccc(F)cc1)c1ccc([N+](=O)[O-])cc1Cl	-5	5	0.3	-4	-15	103	4	-13	0	-18	-5
44	NC(=O)CSC1=Nc2ccccc2C2=NC(c3ccccc3)C(=O)N12 (stereo not drawn)	-7	25	1.7	-5	-5	88	-8	10	-2	2	-25
45	O=C(COc1ccccc1[N+](=O)[O-])N1CCN(C(=O)c2ccco2)CC1	5	19	0.9	4	-4	105	-14	0	0	6	-19
46	CCOC(=O)NC(Nc1sc2c(c1C(=O)OC)CCN(C)C2)(C(F)(F)F)C(F)(F)F	93	12	2.3	4	9	93	15	-3	8	1	-12
47	Nc1[nH]c(=O)ncc1F	i	17	-0.3	-1	-3	100	10	9	·	1	-13
48	COc1ccc(C(=O)NCCS(=O)(=O)NCc2ccccc2OC)cc1	-10	9	-0.7	3	3	98	2	-8	-1	-15	-9
49	CN(C(=O)c1cncc(Br)c1)c1c(N)n(Cc2ccccc2)c(=O)[nH]c1=O	3	9	1.6	-8	-7	94	4	0	5	18	-9
50	NC(=O)c1cnccn1	161	13	-1.1	-1	6	100	-11	-8	·	-4	-1

The list continues.
cpd	mol	SUMO Mot1 rescue	SR-BI DiI-HDL act	CDK5 inh	dFosB activator	PKA-R1A activ	DSG3 Ab inh	MITF TRPM1 HTS	PKA-R2B activ	NSD2 inh	Arr AP2 block	SR-BI DiI inh
51	O=C(CNC(=O)c1ccc(Br)o1)NNC(=O)c1cccc(Cl)c1	-11	19	3.1	5	-15	100	3	-9	0	-1	-19
52	CN(C)c1ccnc(-n2cccc2/C=N/OCc2cccc(F)c2)c1C#N	-11	-5	0.8	-10	5	102	11	-5	-2	6	5
53	O=C(NN=C1CCCCCC1)c1cccs1	2	6	0.2	-3	3	·	-7	-15	-3	-3	-6
54	CC(C)NC(=O)N(C)C[C@H]1Oc2ccc(NS(=O)(=O)c3cn(C)cn3)cc2C(=O)N([C@H](C)CO)C[C@@H]1C	-4	39	0.5	4	0	99	9	-7	·	-6	-39
55	CSc1ccc(/C=N\NC(=O)CNc2ccc(C)cc2)cc1	4	-4	6.9	-3	-13	98	-1	4	0	27	4
56	Cc1cccc(NC(=O)C2CCCC2)c1	5	25	-0.7	-4	6	94	·	6	-3	14	-25
57	O=C(CSc1nncc(=O)[nH]1)Nc1cccc([N+](=O)[O-])c1	-4	13	0.3	1	-13	106	-6	1	-1	-8	-13
58	COc1ccc(Cn2nnnc2C(c2cc3ccc(OC)cc3[nH]c2=O)N2CCCCCC2)cc1 (stereo not drawn)	-12	7	-2.1	1	0	112	-1	-7	4	0	-7
